# From PubChem BioAssay
# Granule exo inh: lytic granule exocytosis inhibition; inhibition, % at 10 µM; hit rate 0.66% among 360,000; TALL-104 LAMP-1 surface exposure, flow cytometry; cells stimulated with thapsigargin and PMA;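 active = inhibition above about 55%, limit read from the data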
# ABCB6 inh MLPCN: blocks the human ABCB6 transporter; AID 602162; Q9NP58; hit rate 0.19% among 360,000; K562-ABCB6 porphyrin accumulation, flow cytometry, 1 h; stronger effect = lower value; fluorescence ratio to DMSO, % at 10 µM;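 active = fluorescence ratio to DMSO below 75%, the collection mean minus 3 SD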;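 note: signal is porphyrin accumulated inside mitochondria; 100% equals median channel fluorescence of DMSO control wells; lower ratio means ABCB6 inhibition with less porphyrin fluorescence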
# Target sequence (Q9NP58 whole entry, looked up): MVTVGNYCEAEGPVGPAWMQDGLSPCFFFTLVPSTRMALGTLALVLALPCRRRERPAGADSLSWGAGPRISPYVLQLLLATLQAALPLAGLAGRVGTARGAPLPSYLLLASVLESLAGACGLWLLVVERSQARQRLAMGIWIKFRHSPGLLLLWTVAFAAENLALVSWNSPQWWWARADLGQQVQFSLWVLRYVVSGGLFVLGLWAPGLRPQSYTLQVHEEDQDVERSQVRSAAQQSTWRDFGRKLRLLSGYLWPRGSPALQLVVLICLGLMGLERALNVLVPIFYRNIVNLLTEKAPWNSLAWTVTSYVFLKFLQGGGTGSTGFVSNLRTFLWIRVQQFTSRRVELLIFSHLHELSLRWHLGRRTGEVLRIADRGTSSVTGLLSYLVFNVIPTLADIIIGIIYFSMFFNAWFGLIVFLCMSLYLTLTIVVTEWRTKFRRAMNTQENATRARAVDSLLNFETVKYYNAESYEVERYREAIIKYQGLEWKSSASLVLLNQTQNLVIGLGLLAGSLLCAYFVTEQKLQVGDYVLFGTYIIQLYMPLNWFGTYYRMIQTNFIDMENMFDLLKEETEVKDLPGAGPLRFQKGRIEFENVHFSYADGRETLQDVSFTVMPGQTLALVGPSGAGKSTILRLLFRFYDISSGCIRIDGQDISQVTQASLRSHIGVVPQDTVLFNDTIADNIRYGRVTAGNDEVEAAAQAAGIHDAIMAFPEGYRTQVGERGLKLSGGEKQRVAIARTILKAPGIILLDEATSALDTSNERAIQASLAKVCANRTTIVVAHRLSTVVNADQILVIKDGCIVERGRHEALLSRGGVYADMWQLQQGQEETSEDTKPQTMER
# m5-HT2A agonist: activates the mouse 5-HT2A serotonin receptor; P35363; CHO-K1 mHTR2A beta-arrestin complementation, luminescence; percent of 30 µM serotonin response; activation, % at 7.6 µM; hit rate 0.66% among 360,000; AID 624169;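 active = activation above a run cutoff, the mean activation of all tested compounds plus 3 SD, cut at about 14% in these data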;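 note: 0% = plate median of compound wells and 100% = 30 µM serotonin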
# Cardio protect: modulators protecting cardiomyocytes from myocardial damage. hit rate 0.63% among 360,000. protection from H2O2 cell death, % at 20 µM. H9c2 cardiomyocytes, H2O2 injury protection, ATPLite, 2 h;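 active = compounds giving at least 50% protection of heart cells from peroxide-induced death in the single-dose screen, raw or plate-pattern-corrected value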;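 note: 0% = DMSO wells with peroxide and 100% = DMSO wells without peroxide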
# ABHD5-PLIN5 inh: ABHD5-PLIN5 protein interaction inhibition; Q00G26+Q8WTS1; Split G. princeps luciferase complementation, luminescence, 4 h; inhibition, % at 4 µM; hit rate 0.78% among 360,000; AID 602281;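 active = inhibition above the mean inhibition across every tested compound plus 3 SD, cut at about 22% in these data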;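 note: 0% = DMSO only wells and the 100% control is not disclosed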
# MC4R ag barr: human MC4R agonism via beta-arrestin; AID 540308; activation, % at 8.9 µM; hit rate 0.98% among 360,000; P32245; U2OS MC4R beta-arrestin complementation, luminescence; percent of melanotan II response, DMSO zero;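 active = activation above a per-plate cutoff, the mean activation of sample wells on that plate plus 3 SD, cut at about 8% in these data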
# hiPSC survival: increases survival of single human iPS cells; AID 602274; hiPSC single-cell survival, ATPlite luminescence; 100% = ROCK inhibitor wells, 0% = DMSO; hit rate 0.044% among 360,000; survival enhancement, % at 20 µM; in the data active = survival enhancement above about 18%;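 note: cells exposed to compounds for 16 hours before the ATP read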
# N-glyco inh: blocks N-linked glycosylation in D54 reporter cells; D54 ERlucT glycosylation luciferase reporter, 24 h; percent of 100 nM tunicamycin response; reporter increase, % at 12.5 µM; hit rate 0.23% among 360,000;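 active = mean luciferase reporter signal, scaled so untreated is 0 and the glycosylation-blocking control 100, at or above a set limit in every replicate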;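 note: luciferase carries N-glycosylation sites so blocking glycosylation raises the light; 0% = median of neutral control wells and 100% = median of 100 nM tunicamycin wells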
# MC4R antagonist: blocks human MC4R cAMP signaling; MC4R-expressing cells, MTII-stimulated cAMP, LANCE TR-FRET; inhibition, % at 6.5 µM; hit rate 0.48% among 360,000; AID 540295;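 active = inhibition above its plate's cutoff, the mean of tested wells on that plate plus 3 SD, cut at about 29% in these data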;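 note: 0% = Melanotan II alone and 100% = Melanotan II plus saturating MCL0020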
#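 Material: human MC4R-expressing U2OS cells. Probe or stimulus: Melanotan II challenge. Dosing: 6.5 µM single dose. Times: 30-min compound, 1-h challenge, 1-h detection, room temperature. Technique: TR-FRET with Eu-cAMP and labeled anti-cAMP, 671 nm. Replication: singlicate.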
# aDG glyco act: increases alpha dystroglycan glycosylation | AID 624168 | hit rate 0.22% among 360,000 | Pro5-aDG cells, alpha-DG glycosylation AlphaScreen (IIH6); 0% Pro5, 100% B10-LARGE cell signal | activation, % at 10 µM;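 active = activation of at least 8% versus controls, or a plate z-score of at least 8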;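 note: Pro5 are CHO cells carrying HIG-tagged alpha-DG that lacks glycosylation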
# Active calls of the source: *; x = no result given; & = joins results of further samples.
SMILES,Granule exo inh,ABCB6 inh MLPCN,m5-HT2A agonist,Cardio protect,ABHD5-PLIN5 inh,MC4R ag barr,hiPSC survival,N-glyco inh,MC4R antagonist,aDG glyco act
O=C(NNC(=O)c1cccs1)c1ccncc1,-1,99,8,-4,1,0.2,0.9,3,-4,0.3
O=C1C(Oc2ccc(Cl)cc2)C(c2ccc3c(c2)OCO3)N1CC1CCCO1 (stereo not drawn),-8,103,2,19,-1,0.2,0.6,-1,2,-0.3
COc1ccc(/C=C2\CCn3c2nc2cc(C(=O)O)ccc2c3=O)cc1O,4,106,2,4,-4,-3.3,0.2,0,-49,0.0
Cc1cc(C)c(C(=O)C(C)OC(=O)c2ccccn2)cc1C (stereo not drawn),-4,98,-4,-2,2,-3.0,-0.3,0,2,0.1
COc1ccc(-c2nnc(-c3cccnc3)o2)cc1OC,-2,100,1,5,1,-0.3,-1.2,1,6,0.0
CCN(CC)C(=O)C1=C(C)N(Cc2ccc(OC)cc2)C(=O)C(CC(=O)NCCc2ccccn2)C1 (stereo not drawn),-5,100,-4,6,6,-0.4,4.4,0,-3,0.0
CC1(C)Cc2nc3sc(C(=O)NCCCO)c(N)c3cc2CO1,0,94,6,-3,-1,-0.8,-0.6,2,-5,0.0
COc1ccc(C(=O)NC(=S)NNC(=O)c2ccncc2)cc1Br,-4,97,-7,27,11,-4.2,1.8,3,-5,-0.1
COc1ccc(CCN(C)C(=O)CSc2nc3ncc(Cl)cc3[nH]2)cc1OC,0,92,1,12,3,0.0,-0.3,2,-4,0.0
Cc1nnc2n1CCCCC2,17,104,2,4,1,-2.1,0.4,1,11,0.1
O=C(CCc1ccccc1)Nc1cc(NC(=O)CCc2ccccc2)cc(C(=O)O)c1,-1,90,0,-2,2,-1.1,-0.5,-2,-4,-0.2
Cc1nn(C)c(C)c1/C=C(/C(=O)C(C)C)n1cncn1,5,95,-5,-2,-1,-2.5,-0.4,1,1,-0.1
COc1ccc(Oc2nccc(-c3ccc(Cl)cc3)n2)cc1,-5,106,2,-4,4,-1.3,5.6,0,-1,0.4
COc1ccc(CNC(=O)C2CCCN(c3ncnc4c3nc3n4CCCCC3)C2)cc1 (stereo not drawn),-3,97,2,1,-4,0.5,1.0,1,7,-0.2
O=C(COC(=O)C1CC2CCCC(C1)C2=O)Nc1ccccc1 (stereo not drawn),-7,97,3,-2,4,-2.2,0.2,2,7,-0.2

# Among those listed so far, these have a Cl atom.
SMILES,Granule exo inh,ABCB6 inh MLPCN,m5-HT2A agonist,Cardio protect,ABHD5-PLIN5 inh,MC4R ag barr,hiPSC survival,N-glyco inh,MC4R antagonist,aDG glyco act
O=C1C(Oc2ccc(Cl)cc2)C(c2ccc3c(c2)OCO3)N1CC1CCCO1 (stereo not drawn),-8,103,2,19,-1,0.2,0.6,-1,2,-0.3
COc1ccc(CCN(C)C(=O)CSc2nc3ncc(Cl)cc3[nH]2)cc1OC,0,92,1,12,3,0.0,-0.3,2,-4,0.0
COc1ccc(Oc2nccc(-c3ccc(Cl)cc3)n2)cc1,-5,106,2,-4,4,-1.3,5.6,0,-1,0.4

# An excerpt of these results, with each value named:
O=C(CCc1ccccc1)Nc1cc(NC(=O)CCc2ccccc2)cc(C(=O)O)c1
  Granule exo inh: -1; ABCB6 inh MLPCN: 90; m5-HT2A agonist: 0; Cardio protect: -2; ABHD5-PLIN5 inh: 2; MC4R ag barr: -1.1; hiPSC survival: -0.5; N-glyco inh: -2; MC4R antagonist: -4; aDG glyco act: -0.2
Cc1nn(C)c(C)c1/C=C(/C(=O)C(C)C)n1cncn1
  Granule exo inh: 5; ABCB6 inh MLPCN: 95; m5-HT2A agonist: -5; Cardio protect: -2; ABHD5-PLIN5 inh: -1; MC4R ag barr: -2.5; hiPSC survival: -0.4; N-glyco inh: 1; MC4R antagonist: 1; aDG glyco act: -0.1
COc1ccc(Oc2nccc(-c3ccc(Cl)cc3)n2)cc1
  Granule exo inh: -5; ABCB6 inh MLPCN: 106; m5-HT2A agonist: 2; Cardio protect: -4; ABHD5-PLIN5 inh: 4; MC4R ag barr: -1.3; hiPSC survival: 5.6; N-glyco inh: 0; MC4R antagonist: -1; aDG glyco act: 0.4

# (further entries)
SMILES,Granule exo inh,ABCB6 inh MLPCN,m5-HT2A agonist,Cardio protect,ABHD5-PLIN5 inh,MC4R ag barr,hiPSC survival,N-glyco inh,MC4R antagonist,aDG glyco act
CCN(CC)S(=O)(=O)c1ccc2oc(C(=O)NCCN3CCOCC3)c(C)c2c1,-4,97,-2,4,-1,0.6,-0.2,1,12,0.0
Cc1c(OCc2ccc([N+](=O)[O-])cc2)ccc2c3c(c(=O)oc12)CCC3,0,96,-1,-2,-1,0.2,-0.5,-3,4,0.3
O=C(Cc1ccc(Cl)cc1Cl)Nc1cccc(S(=O)(=O)Nc2ccccc2F)c1,17,101,4,-8,-4,3.9,1.3,-1,1,0.3
O=C(N/N=C/c1coc2ccccc2c1=O)c1ccncc1,3,104,7,-2,2,-2.6,-0.2,-2,-3,0.0
CCOc1cccc(C2CC(=O)Nc3cc(OC)c(OC)cc32)c1 (stereo not drawn),5,104,0,-4,-1,-1.3,0.0,0,14,0.2
COC(=O)[C@@]1(Cc2ccc(F)cc2)[C@H]2c3cc(C(=O)N(C)C)n(C[C@H](O)CO)c3C[C@H]2CN1C(=O)c1ccccc1,8,100,5,1,-3,0.5,0.0,2,10,0.0
C=CCn1c(SCC(=O)NNC(=S)Nc2ccccc2)nnc1-c1ccccc1,2,99,7,-2,-4,-2.0,-0.2,1,10,-0.1
Cc1cccc(C)c1NC(=O)C1C(c2ccc3c(c2)OCO3)=Nc2ccccc2N1C(=O)c1cccc(C(F)(F)F)c1 (stereo not drawn),5,x,-2,x,11,x,x,x,x,-0.4
CC(C)n1c(O)c(N=NC(=O)Cc2csc(N3CCOCC3)n2)c2ccccc21,1,103,1,26,1,-1.4,1.0,1,8,0.1
O=C1C(C=NCCCn2ccnc2)=C(O)c2ccccc21,9,100,-3,10,3,-1.3,2.8,-1,8,0.0
Cn1c(=O)oc2cc(S(=O)(=O)N3CCCc4ccccc43)ccc21,8,102,-6,-3,-4,1.0,-3.4,13,3,0.2
Cc1ccccc1Nc1nn2c(=O)c3ccc(C(=O)N4CCCC(C)C4)cc3nc2s1 (stereo not drawn),-1,94,3,14,-5,0.9,2.5,1,-6,0.3
CC(=O)Nc1cccc(C(=O)NC(C)c2ccc(S(N)(=O)=O)cc2)c1 (stereo not drawn),2,96,-3,-5,3,-2.4,-0.4,2,5,-0.1
OC(c1ccc(F)cc1)c1nc(-c2ccc(Cl)cc2)cs1 (stereo not drawn),11,102,-5,-12,-7,-0.2,-0.5,2,3,0.0
COc1cc(-c2cc(C(=O)Nc3ccc(O)cc3)c3ccccc3n2)cc(OC)c1OC,2,97,-2,18,1,-2.7,0.5,3,21,-0.3
Cc1[nH]c2ccccc2c1C(=O)NS(=O)(=O)Nc1ccc(Cl)cc1,0,99,0,-6,3,-2.0,-0.4,0,1,0.0
O=[N+]([O-])c1ccc2nccn2c1,-2,100,-1,-1,-3,-1.1,-1.5,-2,-2,-0.2
COc1ccccc1N1CCN(C(=O)c2ccc(S(=O)(=O)N3CCCCC3)cc2)CC1,5,96,4,7,-3,1.9,-1.4,0,20,0.0
O=C1CCC(=O)N1c1ccc(S(=O)(=O)Nc2cccc(Br)c2)cc1,-8,98,-1,-2,-4,-1.3,-0.1,0,10,0.0
O=C(CSc1cccc[n+]1[O-])Nc1ccc([N+](=O)[O-])cc1Cl,-4,105,-3,1,1,-2.5,0.9,-1,8,-0.1
C[C@H]1CN(Cc2ccccc2)C(=O)[C@@H]1CC(=O)NCc1ccccc1,8,77,-3,2,-2,1.1,0.1,-1,-1,0.0
COc1ccc(C(=O)N2CCC(C(=O)Nc3ccc4c(c3)OCO4)CC2)cc1,6,100,-2,0,6,-1.2,2.0,1,4,0.1
c1nnc(-c2ccc3c(c2)OCO3)o1,-6,101,1,11,0,-0.3,1.3,-1,8,0.1
Cc1ccc([C@H]2C[C@@H](n3cc(C4CC4)nn3)[C@H](O)CN2CC2CCCCC2)cc1,-4,95,-6,-15,-10,2.4,0.3,-5,11,-0.1
CC(=O)c1cc(CN2CCC(n3nccc3NC(=O)c3ccccc3C)CC2)cs1,-1,95,-3,6,-1,-0.8,-0.3,1,13,0.1
COc1ccc(C(=O)OCC(=O)NCC2CCCO2)cc1 (stereo not drawn),-2,105,-2,-1,-1,0.0,0.1,1,3,-0.3
C/C(=N\NC(=O)CN1CCCCC1)c1cccc([N+](=O)[O-])c1,-6,101,-5,6,-5,0.7,-0.2,1,4,-0.1
CCCC(O)(c1ccccc1)C(CN1CCOCC1)c1ccccc1 (stereo not drawn),-13,99,4,-4,6,0.8,-0.5,-3,13,0.1
CCOc1ccccc1N1CCN(C(=O)c2c(-c3c(F)cccc3Cl)noc2C)CC1,3,94,0,3,-2,-1.8,-0.4,-5,1,-0.2
O=C(CCN1CCCCC1)N/N=C/c1c[nH]c2ccccc12,2,96,-1,0,5,-0.1,0.3,0,0,0.0
C/C=C(\C)C(=O)O[C@@H]([C@H](O)c1cc2ccc(=O)oc2cc1OC)C(C)(C)O,7,96,-2,-2,-10,-0.3,-0.1,3,3,-0.3
Cn1cnnc1SCCC(=O)Nc1ccccc1,-2,76,2,0,16,1.2,-1.1,2,-1,0.1
COc1ccc(CCNC(=O)CC2SC(=NCc3ccccc3)NC2=O)cc1 (stereo not drawn),34,108,1,-4,1,-1.9,0.8,-4,8,-0.4
Cc1ccc(NC(=O)CSc2nnc(-c3cnccn3)n2-c2ccccc2)cc1,-2,104,1,4,8,-0.9,-1.0,-1,5,-0.1
C[C@]12CC[C@@H]3c4ccc(OS(=O)(=O)O)cc4CC[C@H]3[C@@H]1CCC2=O,-5&8,99&103,-3&1,4&-2,0&-10,-1.0&-0.4,0.6&-1.9,3&-2,6&6,-0.1&-0.1
CC(=O)Oc1ccc(OC(C)=O)c(SCCCCCN2CCOCC2)c1,2,97,-3,-16,4,-1.6,-1.7,0,-1,0.0

# Taken from the listing for reference:
SMILES,Granule exo inh,ABCB6 inh MLPCN,m5-HT2A agonist,Cardio protect,ABHD5-PLIN5 inh,MC4R ag barr,hiPSC survival,N-glyco inh,MC4R antagonist,aDG glyco act
C/C=C(\C)C(=O)O[C@@H]([C@H](O)c1cc2ccc(=O)oc2cc1OC)C(C)(C)O,7,96,-2,-2,-10,-0.3,-0.1,3,3,-0.3
Cn1cnnc1SCCC(=O)Nc1ccccc1,-2,76,2,0,16,1.2,-1.1,2,-1,0.1
COc1ccc(CCNC(=O)CC2SC(=NCc3ccccc3)NC2=O)cc1 (stereo not drawn),34,108,1,-4,1,-1.9,0.8,-4,8,-0.4
